uPA generation: cell surface uPA generation inhibition; 0.31% of 330,000 active; Potency, µM (top dose mostly 38.3 µM), inactives show at the highest dose activity change, negative = inhibition, hits mostly inhibitors; cell surface uPA generation assay, qHTS; active = well fitted inhibition curve with a large enough effect; inconclusive = small, poorly fitted or top-dose-only effect; inactive = no such curve, though single readings can be large or run the other way; tested in mouse RAW 264.7 cells; note: potency is the fitted concentration of half-maximal effect; nearly all actives have a fitted effect of over 55% in size
KCNH2 3.1 block: blocks the human KCNH2 3.1 channel isoform | activity change, % (tested at about 1.8 µM) | 0.95% of 340,000 active | AID 720553 | U2OS KCNH2 3.1, thallium flux FluxOr; stronger effect = lower value;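 active = maximum activity change below -70%; inconclusive = maximum activity change from -70% to -50%; inactive = maximum activity change above -50%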;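 note: thallium influx rate constant from kinetic fluorescence after stimulation buffer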
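Kinetic fluorescence (2 min after stimulation buffer) measures Tl+ influx through KCNH2 3.1 expressed by viral transduction in U2OS cells; the rate constant is normalized against DMSO controls serving as positive and negative references.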
Giardia killer: Giardia lamblia killing | Giardia lamblia trophozoite viability | activity change, % at 7.66 µM, hits read low | 0.15% of 340,000 active | AID 540267; in the data active = activity change below about -80%; inconclusive = between about -30% and that limit;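 note: parasites exposed to compound for two days anaerobically before the ATP read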
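Luminescent ATP signal served as the viability read-out, measured 15-30 min after adding ATP detection reagent to trophozoites that had been incubated with compounds for 48 hrs at 37 deg C anaerobically at 100 cells/well.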
PKM2 act: activators of human pyruvate kinase M2 | purified PKM2, Kinase-Glo ATP luminescence, activation; response scale: 0% is enzyme alone, no compound | Potency, µM (top dose mostly 57.5 µM), for inactives: at the top dose activation, most hits filed as activators | 0.34% of 260,000 active | AID 1631; note: potency is the fitted concentration of half-maximal effect; nearly all actives have a fitted effect of over 55% in size
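Purified hPK-M2 (>95%) run at intermediate activity with 0.1 mM ADP and 0.5 mM PEP in 50 mM imidazole pH 7.2, KCl, MgCl2; 1 h room temperature. ATP formed read by Kinase-Glo luminescence; normalized to uninhibited and no-enzyme controls.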
Chronic BCR inh: blocks chronic active B-cell receptor signaling; ABC-DLBCL IkBa-CBG/CBR reporter, luminescence ratio, 4 h; Potency, µM (top dose mostly 46.1 µM), for the others: at the highest dose ratio change, negative = lower green/red ratio, most hits filed as inhibitors; 0.05% of 340,000 active; AID 493014; active = well fitted inhibition curve with a large enough effect in the signal ratio, with a control signal flat, not every such curve was filed as active; inconclusive = small, poorly fitted or top-dose-only effect, or effect the other way, or a change in a side signal; the % refers to the signal ratio;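 note: potency is the fitted concentration of half-maximal effect; plate controls were basal doxycycline-induced cells for no effect and cells given 10 µM MG132 for full effect; MG132 reads +100%, hits lower the ratio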
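TMD8 ABC-DLBCL cells carrying doxycycline-inducible green luciferase fused to IkappaBalpha plus unfused red luciferase were exposed to compounds (up to 46 uM) for 4 hrs at 37C. Activity came from the overlap-corrected green/red luminescence ratio.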
hERG WT inh: inhibitors of human wildtype KCNH2 potassium channel | activity change, % at 1.84 µM | AID 720551 | 0.37% of 340,000 active | Q12809 | U2OS, BacMam KCNH2, thallium flux FluxOr; stronger effect = lower value;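 active = maximum activity change below -70%; inconclusive = maximum activity change between -70% and -50%; inactive = maximum activity change above -50%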
Target sequence (Q12809 whole entry, looked up): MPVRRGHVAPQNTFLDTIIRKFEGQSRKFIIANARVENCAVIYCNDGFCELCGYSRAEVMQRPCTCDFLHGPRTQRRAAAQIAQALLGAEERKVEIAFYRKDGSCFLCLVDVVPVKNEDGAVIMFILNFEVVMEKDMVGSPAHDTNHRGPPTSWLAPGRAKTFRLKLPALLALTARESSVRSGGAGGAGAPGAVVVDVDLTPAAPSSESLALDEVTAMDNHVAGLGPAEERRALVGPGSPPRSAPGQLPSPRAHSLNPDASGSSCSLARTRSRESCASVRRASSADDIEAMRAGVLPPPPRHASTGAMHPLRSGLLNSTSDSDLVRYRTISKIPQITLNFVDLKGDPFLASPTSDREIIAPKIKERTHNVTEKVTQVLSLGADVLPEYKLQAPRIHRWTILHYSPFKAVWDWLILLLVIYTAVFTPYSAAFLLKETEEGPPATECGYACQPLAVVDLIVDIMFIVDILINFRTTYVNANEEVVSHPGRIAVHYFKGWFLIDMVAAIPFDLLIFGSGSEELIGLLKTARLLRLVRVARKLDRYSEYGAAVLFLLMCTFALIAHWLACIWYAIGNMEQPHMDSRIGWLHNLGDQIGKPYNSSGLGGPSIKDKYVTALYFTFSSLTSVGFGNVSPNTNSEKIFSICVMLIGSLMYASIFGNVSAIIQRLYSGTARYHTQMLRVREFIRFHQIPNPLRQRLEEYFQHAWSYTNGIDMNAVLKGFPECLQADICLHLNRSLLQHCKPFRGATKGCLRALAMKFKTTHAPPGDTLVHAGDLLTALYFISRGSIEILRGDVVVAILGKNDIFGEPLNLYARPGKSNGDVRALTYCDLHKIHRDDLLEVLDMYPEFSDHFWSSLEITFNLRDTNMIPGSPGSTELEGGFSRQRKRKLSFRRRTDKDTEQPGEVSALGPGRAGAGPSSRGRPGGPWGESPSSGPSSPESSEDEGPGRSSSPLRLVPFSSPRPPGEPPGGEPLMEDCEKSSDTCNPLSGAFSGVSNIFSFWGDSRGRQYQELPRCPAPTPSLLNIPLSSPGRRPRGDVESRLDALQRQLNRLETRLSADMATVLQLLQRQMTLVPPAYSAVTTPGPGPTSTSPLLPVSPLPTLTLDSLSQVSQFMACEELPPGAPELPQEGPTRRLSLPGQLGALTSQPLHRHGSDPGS
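U2OS cells transduced with wild-type KCNH2 virus are loaded with FluxOr dye for 45 min, and thallium flux is measured in kinetic reads before and after stimulation buffer. Rate constants are normalized to DMSO controls.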
B2AR arrestin: recruits beta-arrestin to the human beta2-adrenergic receptor; P07550; beta-arrestin recruitment to beta2AR, cell-based reporter; Potency, µM (top dose mostly 46.1 µM), for the others: top-dose activation, hits mostly activators; 0.02% of 330,000 active; AID 492947;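 note: potency is the fitted concentration of half-maximal effect; 0% = DMSO controls and full agonism = EC100 isoproterenol or metaproterenol; nearly all actives have a fitted effect of over 65% in size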
Eya2 inh: inhibitors of human Eya2 phosphatase activity | O00167 | recombinant Eya2, OMFP fluorescence dephosphorylation (OMFP is methylfluorescein phosphate) | Potency, µM (top dose mostly 76.9 µM), for inactives: at the highest dose activity, negative = inhibition, usual class: inhibitors | 0.006% of 330,000 active; note: potency is the fitted concentration of half-maximal effect
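Eya2 (0.2 uM) preincubated 10 min at ambient with compound, then OMFP substrate added at 50 uM; 10 min reaction in 50 mM HEPES pH 7.5, 50 mM NaCl, 5 uM MgCl2, 0.05% BSA, 1 mM DTT. Fluorescence read at Ex 485/Em 525 nm.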
GALK inhibitor: inhibitors of human galactokinase | Purified GALK, Kinase-Glo residual ATP luminescence | P51570 | Potency, µM (series often up to 57.5 µM), inactives show at the highest dose activity change, negative = inhibition, usual class: inhibitors | 0.007% of 270,000 active | AID 1868; note: potency is the fitted concentration of half-maximal effect
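Kinase-Glo Plus luminescence measured ATP left after a 1 h room-temperature reaction. The reaction used 5 nM GALK, 100 uM galactose and 35 uM ATP at pH 8.0 (20 mM HEPES, 5 mM MgCl2, 60 mM NaCl, 1 mM DTT, 0.01% BSA).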
USP2a inh: USP2a (human) protease inhibition; O75604; USP2 core, Ub-CHOP2 coupled fluorogenic reporter, 485/531; Potency, µM (top dose mostly 38.3 µM), inactives show at the top dose activity change, negative = inhibition, actives largely listed as inhibitors; 0.01% of 330,000 active;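 note: potency is the fitted concentration of half-maximal effect; plate controls were DMSO wells for no effect and full inhibition by NEM control for full effect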
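Cell-free coupled assay: 10nM USP2 core preincubated 30min RT with compound in Tris-HCl pH 8.0/CaCl2/CHAPS buffer, then 25nM Ub-CHOP2 and 25nM reporter substrate; fluorescence (Ex 485/Em 531) read after 60min RT, normalized to NEM inhibition, concentration-response curves fitted.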
FBPA coupling cs: coupling enzyme interference in Giardia aldolase counter-screen; coupling enzyme system counterscreen, AmpLite Red fluorescence; AID 2472; activity change, negative = inhibition, % at 58.2 µM, hits read low; 0.67% of 290,000 active; in the data active = activity change below about -30%
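Counterscreen of the coupled detection system alone, without aldolase: glyceraldehyde-3-phosphate coupling enzymes plus AmpLite Red readout. Compounds at 57.5 uM final, 10 min RT preincubation, 20 min RT reaction, fluorescence 525/598 nm.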
Numbers without * were called inactive; i = inactive; ? = inconclusive; / = no result given. Unless noted, calls come from the whole dose curve; as a rule, active = well fitted curve in the direction sought with a large enough effect; inconclusive = small, poorly fitted or top-dose-only effect, or another doubt; inactive = no such curve, though single readings can be large; an effect the other way counts as inactive or inconclusive. Unless noted, % is set by controls: 0 for no effect and ±100 for the full control effect.

SMILES	uPA generation	KCNH2 3.1 block	Giardia killer	PKM2 act	Chronic BCR inh	hERG WT inh	B2AR arrestin	Eya2 inh	GALK inhibitor	USP2a inh	FBPA coupling cs
c1ccc2[nH]c(Cn3nnc4ccccc43)nc2c1	19%	1	-30	/	0%	5	-0.2%	-15%	/	2%	/
CC(C)CN(C(=O)COC(=O)c1ccccc1SCC(=O)NC1CCCCCC1)C1CCS(=O)(=O)C1 (stereo not given)	2%	9	-6	0%	-7%	-1	0.0%	-1%	2%	1%	1
CCC(C)N1C(=O)C2C(C(=O)Nc3cccc(OC)c3)C3C=CC2(O3)C1C(=O)NC1CCCCC1C (stereo not given)	-6%	-2	17	-7%	/	17	-1.0%	-3%	-5%	-1%	5
CC1=NN(C(=O)c2ccccc2Br)C(O)(c2ccc(Cl)cc2)C1 (stereo not given)	4%	1	28	0%	?	-4	-0.5%	-21%	0%	3%	4
CC(C)NC(=O)CN1C(=O)c2cccc3cccc1c23	0%	10	-8	0%	-1%	10	-0.3%	10%	-3%	0%	-2
CCCN1CNc2c(c(=O)[nH]c(=S)n2-c2ccc(Cl)cc2)C1	-4%	-4	-3	3%	27%	0	0.2%	-12%	0%	2%	2
COc1ccccc1NC(=O)CSc1nc2n[nH]c(C)c2c(=N)n1-c1ccccc1Cl	/	-28	-5	4%	?	12	0.0%	-2%	-3%	-2%	-5
CC(=O)N1CCCc2cc(S(=O)(=O)NC(C(=O)NC(C)c3ccccc3)C(C)C)ccc21 (stereo not given)	5%	-9	16	0%	9%	0	0.0%	-11%	0%	8%	0
Cc1cc(=O)oc2c1c(C(F)(F)F)nn2-c1ccccc1	12%	-29	7	1%	1%	4	0.1%	-25%	-4%	0%	0
CN(C(=O)COC(=O)c1ccccc1SCC(=O)NC1CCCCCCC1)C1CCS(=O)(=O)C1 (stereo not given)	3%	-5	-16	0%	-16%	-6	-0.8%	-2%	1%	0%	3
CCCN1CCC(=O)N(CCSc2ccccc2)CC1	-14%	4	-8	1%	12%	13	-0.7%	5%	/	1%	0
CCOCCCN(C(=O)Cn1nnc(-c2ccc(C)o2)n1)C(C(=O)NC1CCCC1)c1ccco1 (stereo not given)	-2%	15	-29	/	5%	-4	-0.1%	0%	0%	3%	0
Cc1ccc(C(=O)COC(=O)C2CC3CCCC(C2)C3=O)cc1[N+](=O)[O-] (stereo not given)	2%	11	3	/	6%	-8	-0.4%	-17%	/	1%	/
CNC(C)C(=O)NC(C(=O)N1CCCC1C(=O)NC1CCCc2ccccc21)C(C)C (stereo not given)	-92%	/	-7	/	?	/	-0.6%	-6%	/	-1%	/
O=C1CC(C(=O)Nc2cccc(F)c2)n2ncnc2N1 (stereo not given)	4%	-8	-2	0%	-1%	12	0.0%	-14%	-3%	10%	2
CCCOc1cccc(-c2cc(C(=O)N/N=C/c3cccnc3)c3ccccc3n2)c1	-5%	/	-9	1%	-6%	-4	0.1%	-16%	-3%	-7%	/
O=C(CCc1ccccc1)NNC(=O)COc1ccccc1	/	-100*	1	0%	5%	7	-0.6%	10%	0%	3%	2
Cc1occc1C(=O)NCc1ccc(C(=O)O)o1	/	-7	1	-15%	-18%	-8	0.1%	-15%	-1%	1%	-3
CC(=O)NCc1ccc(-c2nc3ccccc3s2)cc1	?	29	-20	-12%	-14%	/	0.0%	0%	1%	2%	8
Cc1ccc2oc3c(c(=O)c2c1)C(c1cccc(Br)c1)N(Cc1ccco1)C3=O (stereo not given)	12%	0	-6	-8%	-2%	-1	-0.7%	18%	-1%	-1%	-3
O=C(/C=C/c1ccco1)NC(=S)Nc1ccc(O)c(-c2nc3ccccc3s2)c1	4%	-3	-3	1%	-29%	-12	-0.5%	-9%	0%	-19%	2
CNC(=O)c1sccc1SCc1ccc(Cl)cc1Cl	-4%	5	-11	1%	?	0	0.1%	-1%	0%	1%	-4
O=C(CSc1nc2ccccc2c(=O)n1CCCN1CCOCC1)N1CCN(c2ccccc2)CC1	-2%	-4	2	5%	-2%	2	0.3%	0%	1%	3%	1
COc1ccccc1N1CCN(C(=O)Cc2ccc(Cl)cc2)CC1	-1%	-6	0	-5%	0%	8	0.3%	-1%	5%	-1%	8
CCOc1cc(N2CCOCC2)c(OCC)cc1NC(=O)CSc1ncccn1	-2%	4	-4	11%	?	10	0.5%	5%	12%	5%	4
Fc1ccc(CNc2cnccn2)cc1	/	-17	-11	0%	-5%	0	-0.2%	-9%	1%	-1%	-1
O=C(NCc1ccncc1)NC12CC3CC(CC(C3)C1)C2	-4%	-33	17	1%	?	-13	-0.3%	0%	3%	1%	-1
Cc1nc2ccccc2c(=O)n1NC(=O)/C=C/c1ccccc1	1%	4	-6	-5%	4%	i	-0.5%	-1%	1%	4%	-2
COCCn1c(CN2CCN(C(c3ccccc3)c3ccccc3)CC2)nc2c1c(=O)n(C)c(=O)n2C	0%	3	-5	/	0%	-8	0.2%	-6%	1%	1%	1
Cc1cc(NC(=O)CSc2nnnn2-c2ccc(F)cc2)no1	2%	3	-1	3%	-1%	3	-0.6%	9%	1%	-1%	2
COc1cccc(N2CC(C(=O)Nc3nnc(SCC(=O)NCc4ccco4)s3)CC2=O)c1 (stereo not given)	-1%	5	12	1%	-2%	-1	0.1%	1%	-2%	3%	0
Cc1ccc(Cl)cc1NC(=O)CCNC(=O)N1CC(=O)Nc2ccccc21	3%	-2	-2	/	1%	-15	-0.2%	11%	2%	0%	0
O=C(Cn1cnc2c(oc3ccccc32)c1=O)N1CCCC1	-1%	22	-15	1%	9%	12	0.5%	21%	-2%	2%	2
Cc1ccc(/C=C/C(=O)O)cc1S(=O)(=O)NC1CCS(=O)(=O)C1 (stereo not given)	1%	-4	7	-5%	6%	3	0.0%	4%	-2%	8%	3
Cc1csc(Nc2ccccc2)[n+]1-c1ccccc1	/	-12	4	3%	2%	9	-0.1%	0%	-2%	2%	4
COc1ccc(N2CCN(C(=O)CCc3nnc4ccc(N5CCOCC5)nn34)CC2)cc1	2%	33	0	/	0%	0	-0.2%	5%	2%	2%	1
Cc1cc(NC(=O)c2ccccc2O)nc(C)n1	-1%	-9	-11	-7%	?	-10	0.1%	-2%	0%	5%	0
N#CCCN(C(=O)CSc1nnc(-c2ccncc2)n1C1CC1)c1ccccc1	3%	6	13	/	2%	8	0.3%	21%	/	0%	/
CS(=O)(=O)N(CC(=O)Nc1ccccc1C(=O)N1CCCC1)c1ccccc1Br	0%	/	12	4%	2%	3	-0.2%	-17%	-2%	1%	/
Cc1ccc(NC(=O)C2C3C=CC(O3)C2C(=O)O)cc1C (stereo not given)	-3%	-2	-10	3%	?	-1	-1.1%	3%	-8%	0%	5
CC(=O)c1ccc(NC(=O)CSc2nc(=O)cc(N)n2-c2ccccc2)cc1	4%	16	2	-5%	-5%	6	-0.2%	3%	0%	0%	-1
Cc1ccc(S(=O)(=O)/C(C#N)=C/c2c(N3CC(C)OC(C)C3)nc3c(C)cccn3c2=O)cc1 (stereo not given)	-4%	-16	4	1%	?	3	0.0%	-3%	-2%	4%	-1
C#CCOCCOCCOCCNc1nc(N2CCN(C(=O)C([C@@H](C)O)n3cc([C@@H](N)CCCCN)nn3)CC2)nc(N2CCN(C(=O)[C@H](CCCCN)n3cc([C@@H](N)[C@H](C)CC)nn3)CC2)n1 (stereo not given in full)	10%	-3	9	/	3%	-6	0.4%	-4%	/	3%	/
CCc1cc2c(=O)c(-c3nc(C)cs3)coc2cc1OC(C)C(=O)NCCO (stereo not given)	1%	6	-8	9%	?	-2	-0.6%	-4%	5%	3%	-12
CC(=O)c1cccc(NC(=O)c2ccc(C)o2)c1	-19%	9	-13	/	-6%	/	0.1%	3%	7%	1%	1
O=C(NCCCN1CCN(c2ccccc2)CC1)Nc1ccccc1C(F)(F)F	2%	-2	-20	-1%	3%	19	0.0%	0%	2%	4%	0
NC1=NC(=O)C(Cc2ccc(Br)cc2)S1 (stereo not given)	5%	12	30	/	-2%	-11	0.2%	2%	-9%	3%	/
O=C(CSCc1ccccc1F)NCc1ccc(F)cc1	-5%	5	4	1%	0%	8	-0.2%	-18%	1%	3%	3
O=C1NC(=O)C(Nc2cccc3ccccc23)S1 (stereo not given)	4%	2	-3	1%	4%	-6	0.3%	1%	-3%	-1%	0

Source: PubChem BioAssay (National Center for Advancing Translational Sciences (NCATS))
